D1 ag – Allosteric Agonists of the Human D1 Dopamine Receptor: qHTS | D(1A) dopamine receptor (Homo sapiens), P21728 | HEK293 T-REx D1 cells, calcium flux, agonist mode | activation, % at 2 µM | 1% of 360,000 active | AID 504660, 2011; also: 0% is about no effect
Target sequence (P21728 whole entry, looked up): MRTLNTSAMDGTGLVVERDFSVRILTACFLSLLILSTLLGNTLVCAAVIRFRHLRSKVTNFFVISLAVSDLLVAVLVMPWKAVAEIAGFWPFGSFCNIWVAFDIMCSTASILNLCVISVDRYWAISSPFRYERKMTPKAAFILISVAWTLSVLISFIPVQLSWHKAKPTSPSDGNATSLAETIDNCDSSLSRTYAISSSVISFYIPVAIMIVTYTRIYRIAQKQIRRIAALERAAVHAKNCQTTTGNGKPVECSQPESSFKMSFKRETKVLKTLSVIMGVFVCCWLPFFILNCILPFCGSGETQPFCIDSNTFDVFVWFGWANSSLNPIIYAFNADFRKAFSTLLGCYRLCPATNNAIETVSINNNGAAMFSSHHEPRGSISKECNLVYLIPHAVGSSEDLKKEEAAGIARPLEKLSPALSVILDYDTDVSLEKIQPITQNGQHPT
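Inducible HEK293 T-REx D1 cells, force-coupled to calcium signalling, were plated at 4000 cells/well with tetracycline and held overnight at 30 C. After no-wash calcium dye loading, compound-evoked calcium rise over 180 s flagged agonists.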
D1 antagonist – Antagonist of Human D 1 Dopamine Receptor: qHTS; D(1A) dopamine receptor (Homo sapiens), P21728; HEK293 TREx D1 cells, calcium flux, dopamine EC80; active compounds read low; activity change, negative = inhibition, % at 10 µM; 3.2% of 360,000 active; in the data active = activity change below about -30%; also: % is scaled to controls: 0 for no effect and ±100 for the full control effect
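Cells carrying a force-coupled, tetracycline-inducible human D1 receptor report calcium flux. Each well gets a 10 s baseline, compound with 180 s monitoring, then an EC80 dopamine stimulus with a second 180 s kinetic read.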
RXFP1 antagonist – qHTS Assay for Antagonists of the Relaxin Receptor RXFP1. Relaxin receptor 1 (Homo sapiens), Q9HBX9. activity change, negative = inhibition, % at 57.5 µM. 0.59% of 350,000 active. HEK293-RXFP1, relaxin-stimulated cAMP HTRF, 30 min; active compounds read low;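 active = activity change of -60% or lower, but not beyond a set lower limit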; also: % is scaled to controls: 0 for no effect and ±100 for the full control effect
TRHR enhancer – qHTS for Small Molecule Agonists and Allosteric Enhancers of Human TRH Receptor: Primary Screen for Enhancers. TRHR cells, fluo-8 calcium fluorescence, EC20 TRH enhancement. enhancement, % at 2 µM. 0.66% of 360,000 active. AID 493056, 2011; in the data active = enhancement above about 30%; also: 0% is about no effect
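Enhancer read-out: after compound pinning and an initial kinetic agonist-mode read, an EC20 of TRH (10 nM final) was injected and fluo-8 calcium signal (Ex 480/Em 530) followed at 1 s/cycle for 100 cycles in TRHR-expressing cells.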
D2 antag – HTS Assay for Allosteric Antagonists of the Human D2 Dopamine Receptor: Primary Screen for Antagonists. D(2) dopamine receptor (Homo sapiens), P14416. HEK293 TREx D2 cells, calcium flux, dopamine EC80. inhibition, % at 10 µM. 2% of 340,000 active. AID 485344, 2010; in the data active = inhibition above about 30%; also: 0% is about no effect
Target sequence (P14416 whole entry, looked up): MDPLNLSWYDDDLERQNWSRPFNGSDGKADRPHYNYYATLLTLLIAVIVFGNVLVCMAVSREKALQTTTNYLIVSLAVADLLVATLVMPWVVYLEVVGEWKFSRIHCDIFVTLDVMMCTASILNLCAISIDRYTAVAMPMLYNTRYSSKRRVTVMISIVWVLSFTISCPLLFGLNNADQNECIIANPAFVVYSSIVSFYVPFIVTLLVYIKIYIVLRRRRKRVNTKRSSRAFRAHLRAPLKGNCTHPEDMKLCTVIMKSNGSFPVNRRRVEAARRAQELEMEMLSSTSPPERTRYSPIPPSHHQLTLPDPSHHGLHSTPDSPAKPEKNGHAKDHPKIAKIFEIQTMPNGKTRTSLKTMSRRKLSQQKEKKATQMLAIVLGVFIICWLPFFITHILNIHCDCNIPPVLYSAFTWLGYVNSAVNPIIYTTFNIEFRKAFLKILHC
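Measurement of antagonist activity uses fluorescent calcium dye in inducible HEK293 T-REx D2 cells: 10 s baseline, compound addition with 180 s read, EC80 dopamine addition with a further 180 s read.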
D2 agonist – HTS Assay for Allosteric Agonists of the Human D2 Dopamine Receptor: Primary Screen for Agonists; HEK293 T-REx D2 cells, calcium flux agonist mode; 0.53% of 340,000 active; activation, % at 2 µM;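 active = activation over 3 SD above normal in the single-dose calcium agonist read, cut at about 30% in these data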; also: 0% is about no effect
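Agonism is scored from calcium flux in a force-coupled, inducible HEK293 cell line expressing D2, read kinetically for 180 s after compound addition against dopamine controls.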
D2 potentiator – HTS Assay for Positive Allosteric Modulators of the Human D2 Dopamine Receptor: Primary Screen for Potentiators | AID 485347, 2010 | D(2) dopamine receptor (Homo sapiens), P14416 | HEK293 T-REx D2, calcium flux, EC20 dopamine potentiation | potentiation, % at 10 µM | 0.34% of 340,000 active;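 active = potentiation over 3 SD above the plate norm, cut at about 30% in these data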; also: 0% is about no effect
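Primary screen. Calcium kinetics in induced HEK293 T-REx D2 cells: compound pre-addition 180 s, EC20 dopamine, 180 s more.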
D1 potentiator – Potentiators of Human D1 Dopamine Receptor: qHTS; HEK293 TREx D1 cells, calcium flux, dopamine EC20 potentiation; 0.036% of 360,000 active; AID 504651, 2011; potentiation, % at 10 µM; D(1A) dopamine receptor (Homo sapiens), P21728; in the data active = potentiation above about 30%; also: 0% is about no effect
TRHR agonist – qHTS for Small Molecule Agonists and Allosteric Enhancers of Human TRH Receptor: Primary Screen for Agonists; Thyrotropin-releasing hormone receptor (Homo sapiens), P34981; TRHR cells, calcium flux fluo-8, FDSS agonist mode; activation, % at 2 µM; 0.18% of 360,000 active; AID 493084, 2011; also: 0% is about no effect
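Steps: seed TRHR cells overnight; add fluo-8 no-wash Ca dye, RT 30 min–1.5 h; record 10 s baseline; pin-transfer compounds; monitor fluorescence 1 cycle/s for the agonist window. Calcium increases flag candidate agonists.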
Active calls of the source: *; . = not tested or not shown. Rule as the data show it, unless noted: active = activation above about 30%; inactive = the rest.

SMILES	D1 ag	D1 antagonist	RXFP1 antagonist	TRHR enhancer	D2 antag	D2 agonist	D2 potentiator	D1 potentiator	TRHR agonist
Cc1cccc(OCCCC(=O)NNC(=O)CCN2CCN(c3ccccc3)CC2)c1	6	-20	-20	-6	9	59*	-24	-3	-0.4
O=C(CN1C(=O)CCc2cc(S(=O)(=O)N3CCOCC3)ccc21)Nc1cccc(C(F)(F)F)c1	-2	7	.	-8	.	2.5	-4	0	1.6
Cc1ccc(NC(=O)c2nc(S(C)(=O)=O)ncc2N(Cc2ccco2)Cc2ccccc2F)c(C)c1	16	11	-12	10	.	-2.3	-1	-1	-2.5
CC(C)=CCN1CCN(Cc2nc(C(C)C)cs2)CC1CCO (configuration not stated)	3	-4	-6	3	-14	-0.6	15	-5	-1.4
C=CCn1c(COc2ccc(OC)cc2)nnc1SC(C)C(=O)NC1CC1 (configuration not stated)	2	-5	-5	17	-29	0.2	-7	-7	0.0
COc1cccc(C2c3c(-c4cc(Cl)c(C)cc4O)n[nH]c3C(=O)N2Cc2cccnc2)c1 (configuration not stated)	0	3	-29	-12	10	-0.1	-7	-1	-0.1
O=C(CSc1ncn[nH]1)N1N=C2/C(=C/c3ccccc3)CCCC2C1c1ccccc1 (configuration not stated)	7	-4	-15	2	33*	41*	-14	14	-1.2
CC(C)(C)NC(=S)NCc1ccco1	5	-10	1	-4	-10	1.4	10	-2	-0.4
Cc1cc(OCC(O)CN2CCN(c3ccccn3)CC2)cc(C)c1Cl (configuration not stated)	6	33	-26	-1	43*	46*	-17	-9	-1.1
O=C(O)Cn1c(SCCOc2ccc(Cl)cc2)nc2ccccc21	1	-25	7	-1	4	-0.5	2	-2	-0.1
Cc1cc(N2CCCC2=O)cc(C)c1CN1C(=O)c2ccccc2C1=O	1	-9	30	-7	-6	-0.1	-9	-1	0.1
Nc1cc(C(F)(F)F)ccc1N1CCOCC1	2	1	-14	-3	10	0.2	1	0	0.6
Cc1c(C)n(C(=O)CSc2ncn[nH]2)c2ccccc12	1	-1	-5	4	-5	1.4	3	1	-0.1
O=c1[nH]c(=O)n(Cc2ccccc2)c2nc(-c3ccc(C(F)(F)F)cc3)n(CCO)c12	10	-31*	-14	14	19	-0.3	2	1	-0.2
N=C1c2ccccc2CN1NC(=O)COc1ccc(Cl)cc1	2	5	-1	-2	-3	0.1	0	-2	0.2
COc1ccc(C(=O)NCCCNC(=O)c2cc3ccccc3[nH]2)cc1OC	-1	-7	-4	5	-2	0.0	7	-1	-0.1
COc1ccccc1NC(=O)/C=C/c1ccc(OC)c(S(=O)(=O)N2CCOCC2)c1	9	4	-17	-1	-21	4.3	4	-2	-0.5
COCCN(C(=S)Nc1cccc(C)c1)C(C)c1cccs1 (configuration not stated)	1	7	-18	-3	7	0.3	6	6	0.1
CSc1cccc(NC(=O)CC(c2ccc(F)cc2)N2Cc3ccccc3C2=O)c1 (configuration not stated)	8	-6	17	7	.	-0.8	3	-2	-0.6
COc1cccc(CN(C)C(=O)C(Cc2ccccc2)NC(=O)c2ccccc2)c1OC (configuration not stated)	1	-10	10	-1	-14	-0.6	2	-2	-0.2
CC(=O)Nc1nc(C)c(C(C)C)s1	1	-10	-10	13	-11	1.0	-1	0	0.6
Nn1c(SCc2csc(-c3ccccc3)n2)nnc1-c1cccs1	-5	16	-4	6	-22	0.5	0	5	-1.9
COC(=O)CSc1ccc2nnc(-c3ccc(OC)c(OC)c3)n2n1	1	-8	.	5	0	5.5	-3	2	0.5
Cc1cnc(C(=O)OCC(=O)NC(C)C)cn1	0	1	-17	-3	13	0.1	9	0	0.0

Entries shown so far that contain an aryl methoxy group (6):
SMILES	D1 ag	D1 antagonist	RXFP1 antagonist	TRHR enhancer	D2 antag	D2 agonist	D2 potentiator	D1 potentiator	TRHR agonist
C=CCn1c(COc2ccc(OC)cc2)nnc1SC(C)C(=O)NC1CC1 (configuration not stated)	2	-5	-5	17	-29	0.2	-7	-7	0.0
COc1cccc(C2c3c(-c4cc(Cl)c(C)cc4O)n[nH]c3C(=O)N2Cc2cccnc2)c1 (configuration not stated)	0	3	-29	-12	10	-0.1	-7	-1	-0.1
COc1ccc(C(=O)NCCCNC(=O)c2cc3ccccc3[nH]2)cc1OC	-1	-7	-4	5	-2	0.0	7	-1	-0.1
COc1ccccc1NC(=O)/C=C/c1ccc(OC)c(S(=O)(=O)N2CCOCC2)c1	9	4	-17	-1	-21	4.3	4	-2	-0.5
COc1cccc(CN(C)C(=O)C(Cc2ccccc2)NC(=O)c2ccccc2)c1OC (configuration not stated)	1	-10	10	-1	-14	-0.6	2	-2	-0.2
COC(=O)CSc1ccc2nnc(-c3ccc(OC)c(OC)c3)n2n1	1	-8	.	5	0	5.5	-3	2	0.5

Continuation:
SMILES	D1 ag	D1 antagonist	RXFP1 antagonist	TRHR enhancer	D2 antag	D2 agonist	D2 potentiator	D1 potentiator	TRHR agonist
CCc1nn(CC(=O)NCCCN(C)C2CCCCC2)c(=O)c2cc3occc3n12	0	24	-12	6	6	0.7	6	15	-0.5
CC1C/C(=N/N2C(=O)CSC2=S)CC(C)(C)C1 (configuration not stated)	8	19	-3	-3	-1	-0.6	-9	-8	0.9
CCOc1ccccc1N(CC(=O)Nc1ccc(OC)c(Cl)c1)S(=O)(=O)c1ccccc1	2	2	.	-9	.	-0.6	2	-3	0.4
O=C(N=C1SC2CS(=O)(=O)CC2N1CCc1ccccc1)C1CC1 (configuration not stated)	0	-24	-19	-3	-5	0.6	8	-2	-0.1
CC12CCC(=O)N1c1ccccc1C(=O)N2c1ccccc1 (configuration not stated)	1	7	-4	-6	-21	0.8	34*	-2	0.3
CC(C)CNC(=O)c1cccc(NC(=O)CSc2ccccc2)c1	0	15	9	-2	9	-1.4	2	3	-1.8
COc1cc(Cl)c(C)cc1NC(=O)COc1ccccc1[N+](=O)[O-]	-1	0	-10	32*	-5	-0.5	13	-4	-0.2
Nc1nc(SCC(=O)Nc2ccccc2)nc2nc3c(cc12)CCCC3	3	0	-2	4	.	.	.	0	-0.1
CC(=O)c1c(C)[nH]c(C(=O)OC(C)C(=O)Nc2ccc(C)c(S(=O)(=O)N3CCOCC3)c2)c1C (configuration not stated)	1	-9	0	6	7	0.0	-3	-1	0.0
C=CCN1C(=O)CS/C1=N\S(=O)(=O)c1ccc(Cl)cc1	5	-14	-5	-1	-2	-0.2	-3	-10	2.5
Oc1ccc2ccccc2c1CN1CCOCC1	5	-4	-1	-3	-8	0.2	-2	0	-0.8
CC1CCc2nn(CC(=O)NCc3ccc(F)cc3)cc2C1 (configuration not stated)	-1	22	-11	-5	10	-0.5	-2	0	-0.2
COc1ccc(-c2nn(CCC#N)cc2C(=O)Nc2ccccn2)cc1OC	-1	2	-1	6	-2	-0.2	5	-5	0.4
Cn1c(-c2ccc(F)cc2)cnc1NCc1ccccc1	0	-9	4	4	12	0.0	1	-15	0.3
CCc1cccc2c(C(=O)C(F)(F)F)cn(CC(=O)NCC3CCCO3)c12 (configuration not stated)	8	19	-4	5	13	-0.2	2	9	0.4
O=C1CCCc2c1[nH]c1c(Br)cccc21	1	9	-3	9	-7	-0.1	7	3	-0.1
O=C(NCCCn1cccn1)C1CCC(=O)N(Cc2cccc(C(F)(F)F)c2)C1 (configuration not stated)	0	-1	-1	-6	29	-0.8	7	-4	-0.7
O=C(CN1C(=O)S/C(=C\c2ccccc2Cl)C1=O)NCCCn1ccnc1	2	5	14	19	.	.	.	0	-0.6
O=C(Nc1cccc(F)c1)c1c(O)c2cccc3c2n(c1=O)CCC3	2	-1	.	6	.	.	.	1	0.7
O=C(CC1C(=O)NCCN1Cc1ccoc1)NCCc1ccc(Cl)cc1 (configuration not stated)	5	5	-26	20	-10	-1.1	8	-5	-1.5
CCN(CC)C(=O)Cn1c(=O)n(CCC(=O)Nc2ccc(F)cc2)c(=O)c2sccc21	1	-9	-8	-5	5	0.1	-5	-1	-0.2
CCc1nnc(NC(=O)CSc2nc(SC)ns2)s1	2	2	-4	-3	7	-0.3	3	0	-0.3
CS(=O)(=O)N1CCc2cc(S(=O)(=O)Nc3ccc4oc5c(c4c3)CCCC5)ccc21	16	-1	-23	3	4	0.2	11	0	0.6
CC(COc1cccc2ccccc12)CN1CCN(C)CC1 (configuration not stated)	7	-17	1	21	7	2.8	4	-6	0.3
Cc1cc(C)cc(-n2nc(C)cc2N)c1	1	9	-12	7	0	0.1	6	2	-0.8
COc1cc(NS(=O)(=O)c2cc(C)ccc2OC)c(OC)cc1Cl	0	-6	7	-2	.	.	.	1	-0.4

D2 potentiator: entries above that show a hit
| Compound | D1 ag | D1 antagonist | RXFP1 antagonist | TRHR enhancer | D2 antag | D2 potentiator | D1 potentiator |
| --- | --- | --- | --- | --- | --- | --- | --- |
| CC12CCC(=O)N1c1ccccc1C(=O)N2c1ccccc1 (configuration not stated) | 1 | 7 | -4 | -6 | -21 | 34* | -2 |
